PAX8 reporter – PAX8 transcriptional activity inhibition. 360,000 compounds, 1.2% hits. inhibition, % at 12.6 µM. RMG-I TPO-luciferase reporter, SteadyGlo, 24 h;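 active = mean replicate inhibition at least 60% with every replicate also reaching 60%; inconclusive = only one of the two criteria is met; inactive = mean below 60% and not all replicates reaching 60%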;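 note: luciferase light reporting Pax8 driven TPO promoter activity; plate controls were median of neutral control wells for no effect and mitoxantrone controls for full effect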
DENV2 CPE – inhibitors of DENV2 cytopathic effect; DENV2-infected cells, cytopathic effect rescue, plate reader; CPE inhibition, % at 9.99 µM; 350,000 compounds, 1.7% hits; in the data active = CPE inhibition above about 20%, passing the limit was not always enough; inconclusive = no clear call, values can overlap the other calls; tested in BHK-21 cells;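 note: 0% = median of neutral control wells and 100% = median of positive control wells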
Casp6 inh – caspase-6 (human) enzyme inhibition. AID 686996. P55212. purified caspase-6, Z-VEID-R110 cleavage fluorescence. inhibition, % at 12.5 µM. 350,000 compounds, 0.53% hits;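 active = mean inhibition across replicates at least about 35%, with every replicate also reaching that limit, limit read from the data; inconclusive = only one of the two criteria met; inactive = neither criterion met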;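 note: 0% = median of neutral control wells and 100% = no fluorescence left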
Target sequence (P55212 24-179 limits assumed): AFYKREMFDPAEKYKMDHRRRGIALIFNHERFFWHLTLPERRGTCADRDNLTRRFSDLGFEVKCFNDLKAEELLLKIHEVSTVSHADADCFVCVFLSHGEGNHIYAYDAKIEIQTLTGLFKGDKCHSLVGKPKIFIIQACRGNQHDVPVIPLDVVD
Target sequence (P55212 194-293 limits assumed): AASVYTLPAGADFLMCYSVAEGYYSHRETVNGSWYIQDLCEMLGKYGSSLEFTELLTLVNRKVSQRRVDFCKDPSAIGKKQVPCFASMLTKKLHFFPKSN
EWS-Fli inh – inhibitors of EWS/Fli oncoprotein transcriptional activity | A673 NR0B1-luciferase reporter, viability-normalised | inhibition, % at 12.6 µM | 350,000 compounds, 0.67% hits | AID 651661;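 active = mean inhibition of at least 50% after viability correction, with every replicate also passing that limit; inconclusive = mean reaches 50% but only one of two replicates passes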;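 note: firefly luciferase signal divided by Alamar Blue viability fluorescence both relative to DMSO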
LGR2 inh – Drosophila LGR2 receptor signaling inhibition | HEK293 LGR2, CRE-luciferase, bursicon-stimulated, 4 h | inhibition, % at 9.99 µM | 380,000 compounds, 0.35% hits | AID 720647;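 active = drop in luminescence signal, shown as inhibition above about 50% in the replicate tests, limit read from the data, passing the limit was not always enough; inconclusive = probably only some replicates passing the limit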;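 note: agonist challenge used bursicon conditioned medium at about half maximal strength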
ARNT-TACC3 inh – ARNT/TACC3 interaction disruption. Q9Y6A5. AlphaScreen His-ARNT PAS-B/GST-TACC3 binding, luminescence; TACC3 fragment carries E629A point mutation. inhibition, % at 9.99 µM. 390,000 compounds, 0.66% hits. AID 623870;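 active = mean inhibition of replicates at least 50% and at least half of replicates each reaching 50%; inconclusive = half or more replicates reach 50% but mean below 50%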;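 note: 0% = complete ARNT plus TACC3 wells and 100% = ARNT alone without TACC3; many hits fall short of the cut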
SIRT5 inh – inhibitors of human sirtuin-5 desuccinylase | AID 652115 | inhibition, % at 15 µM | Purified SirT5, succinyl-peptide AMC, trypsin-coupled fluorescence | Q9NXA8 | 330,000 compounds, 1.1% hits; in the data active = inhibition above about 15%; inconclusive = no clear call, values can overlap the other calls
Target sequence (Q9NXA8 whole entry, looked up): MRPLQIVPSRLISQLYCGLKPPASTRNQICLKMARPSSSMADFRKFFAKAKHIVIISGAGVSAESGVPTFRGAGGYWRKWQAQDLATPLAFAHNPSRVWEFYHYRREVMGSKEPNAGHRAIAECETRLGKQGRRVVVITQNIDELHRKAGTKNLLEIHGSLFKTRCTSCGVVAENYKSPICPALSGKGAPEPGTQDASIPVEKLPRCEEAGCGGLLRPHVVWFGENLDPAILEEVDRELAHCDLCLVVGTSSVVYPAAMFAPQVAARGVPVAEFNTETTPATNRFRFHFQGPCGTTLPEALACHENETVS
Starred values were filed as active, the others as inactive; ? = inconclusive; . = not tested or not shown.

SMILES | PAX8 reporter | DENV2 CPE | Casp6 inh | EWS-Fli inh | LGR2 inh | ARNT-TACC3 inh | SIRT5 inh
CNC(=O)C[C@@H]1CC[C@@H]2[C@H](COc3ccc(NC(=O)Nc4ccc(F)cc4)cc3C(=O)N2C)O1 | -0.5 | 5.1 | -2.0 | -0.6 | 0.6 | 6.0 | -1.4
C/C=C/c1ccc2c(c1)O[C@@H](CN(C)C(C)=O)[C@@H](C)CN([C@@H](C)CO)S2(=O)=O | . | -4.4 | 1.5 | 4.1 | 7.3 | 1.2 | -0.1
CCc1ccccc1NC(=O)Cn1nc(C)n2cccc2c1=O | -47.0 | 6.2 | -3.6 | -15.3 | 12.9 | 0.3 | -6.1
Cc1cccn2c(CNCC3(c4ccccc4)CCCC3)c(C(=O)N3CCOCC3)nc12 | 21.6 | -1.2 | -2.6 | -11.5 | ? | -0.4 | -0.6
O=C(N/N=C\c1cccnc1)c1ccc(Cl)s1 | -44.9 | 3.8 | -4.4 | . | -9.5 | 2.1 | -0.7
O=C(O)C(Cc1ccc(O)cc1)N1C(=O)C2CCCCC2C1=O (centres undefined) | -7.4 | 4.6 | -3.6 | -1.3 | 1.2 | 0.3 | -0.4
O=C(CNC(=S)N(Cc1ccccc1)Cc1cccnc1)NCc1ccccc1 | 12.7 | -9.5 | -1.6 | 4.6 | -4.2 | -1.3 | .
COc1cccc(CNC(=O)C[C@@H]2CC[C@@H](NS(=O)(=O)c3ccccc3OC)[C@@H](CO)O2)c1 | -12.4 | -3.6 | 0.1 | 3.8 | 8.7 | . | 7.1
CO[C@@H]1CN(C)C(=O)c2ccc(NS(=O)(=O)c3cn(C)cn3)cc2OC[C@@H](C)N(Cc2ccc(C(F)(F)F)cc2)C[C@H]1C | 2.7 | -2.9 | -3.0 | 4.6 | 11.2 | -13.1 | .
CN1C(=O)c2cc(NC(=O)NCc3ccccc3)ccc2OC[C@@H]2O[C@H](CC(=O)O)CC[C@H]21 | 1.7 | 5.1 | -1.8 | -4.5 | 6.5 | -18.2 | -1.4
CC(C)NC(=O)NCC[C@H]1CC[C@@H](NC(=O)CCN2CCCCC2)[C@@H](CO)O1 | . | -0.6 | -113.2 | . | -5.6 | 1.8 | 2.1
CCCc1nc2c(C)cc(Br)cn2c1Cc1ccsc1 | -16.3 | 1.4 | -2.9 | -7.4 | -15.9 | . | -1.9
COc1cccc(C(=O)NCC(=O)N2CCC3(CC2)NCCc2[nH]cnc23)c1OC | -15.9 | 5.6 | 3.9 | -7.2 | 10.9 | 38.8 | 2.5
O=C1COc2ccc(C(=O)COC(=O)CCOc3ccccc3)cc2N1 | -11.2 | -8.2 | -2.8 | -3.0 | 11.7 | -1.7 | -2.4
CCN(C(=O)COC(=O)CCCOc1ccc(Cl)cc1C)c1c(N)n(Cc2ccccc2)c(=O)[nH]c1=O | 4.8 | -3.0 | -2.2 | 3.0 | -10.5 | . | -2.8
CC1(C)CC[C@]2(C(=O)O[C@@H]3O[C@H](CO)[C@@H](O)[C@H](O)[C@H]3O)CC[C@]3(C)C(=CCC4[C@@]5(C)CC[C@H](O[C@@H]6O[C@H](C(=O)O)[C@@H](O[C@H]7OC[C@@H](O)[C@@H](O)[C@@H]7O)[C@H](O)[C@H]6O)C(C)(C)C5CC[C@]43C)[C@@H]2C1 (some centres undefined) | -1.8 | 80.9* | 3.2 | -5.3 | -6.7 | -12.7 | .
CCCCN(C)CCNC(=O)CN1C(=O)CSc2ccc(S(=O)(=O)N3CCCC3)cc21 | -19.0 | -7.3 | -28.9 | -4.1 | 20.6 | -1.2 | 1.0
Cc1noc(C(=O)N2CC3(C)CC2CC(C)(C)C3)c1Cl (centres undefined) | 3.9 | 7.3 | -1.1 | 12.6 | 8.9 | -3.9 | -3.0
CCCC/C(O)=C1\C(=O)CC(C)(C)CC1=Nc1ccc(N)cc1 | -3.3 | 1.6 | -1.7 | 0.8 | 5.9 | -4.9 | 0.0
Cc1ccc(-c2cc(C(=O)OCC(=O)N(C)c3c(N)n(Cc4ccccc4)c(=O)[nH]c3=O)c3ccccc3n2)o1 | -19.9 | 7.6 | 5.5 | -13.2 | -9.6 | -6.0 | -4.1
C[C@H](CO)N1C[C@H](C)[C@H](CN(C)CC2CCCCC2)OCc2cn(nn2)CCCC1=O | . | ? | 2.5 | -5.3 | 17.6 | 3.5 | -2.9
Nc1nc(SCC(=O)N2CCCC2)[nH]c(=O)c1NC(=O)c1cccs1 | 4.8 | 0.6 | 1.7 | 1.8 | 4.4 | 25.4 | 4.1
CC1=C(C(=O)N2CCOCC2)C(c2cc(C)ccc2C)NC(=S)N1 (centres undefined) | 1.6 | 4.5 | 3.2 | 11.4 | 3.9 | -6.7 | .
CN(C)CCNc1nc(-c2ccccc2CO)c2sccc2n1 | -15.7 | 6.6 | -42.4 | 2.2 | -4.7 | . | 0.4
O=C(NC1CC2CCCC(C1)N2C(=S)NCCc1ccccc1)C1CC1 (centres undefined) | 26.1 | 4.9 | -2.2 | 3.0 | -12.7 | -6.0 | 1.4
COc1ccc(C(=O)N2CCC(C)(C(=O)O)C2)c(OC)c1 (centres undefined) | -12.4 | -6.6 | 2.2 | -14.4 | 6.5 | . | .
COc1ccc(SN=C2C(C)=CC(=O)C=C2C)cc1 | 11.6 | 6.8 | -0.2 | 9.1 | -19.2 | 0.0 | 9.4
CO[C@@H]1CN(C)C(=O)c2ccc(NC(=O)Nc3ccc4c(c3)OCO4)cc2OC[C@H](C)NC[C@H]1C | -165.9 | 5.5 | -0.5 | -91.1 | -50.8 | 19.3 | -1.4
Cc1ccc(OCCC(=O)N2CCN(c3ccc(O)cc3)CC2)cc1 | 3.2 | -0.5 | -3.1 | -10.0 | -4.7 | 9.2 | -0.1
COCCCNC(=O)c1cccc2c(-c3ccc(OC)cc3C)coc12 | 15.8 | -1.8 | 3.9 | 13.2 | 15.4 | . | 0.8
COC(=O)C1=C(C)N(C)C(=NCc2ccc(OC)cc2)NC1c1ccc(Cl)cc1 (centres undefined) | -2.1 | -10.2 | 0.2 | 1.2 | -1.1 | . | .
CCCC1OC23CCCCC2C(C#N)(C#N)C1(C#N)C(=N)O3 (centres undefined) | 3.2 | . | . | . | 15.6 | 9.3 | .
CCc1c(C)nc(N2CCN(c3ccc(OC)cc3)CC2)[nH]c1=O | -5.2 | 6.9 | -2.3 | -11.4 | 0.7 | -1.6 | -1.1
O=C(N[C@H]1CC[C@H](CCNS(=O)(=O)c2ccc(F)cc2)O[C@@H]1CO)c1cccc(F)c1 | . | 0.2 | -2.0 | -1.1 | 6.0 | -8.4 | -3.3
Cc1cc(NC(=O)CCCS(=O)(=O)c2nc(-c3cccs3)cc(C(F)(F)F)n2)no1 | 106.1* | . | 1.8 | . | 23.6 | . | -0.3
Nc1[nH]c(C(=O)c2ccccc2)c(-c2ccc(Br)cc2)c1C(=O)c1ccc(Br)cc1 | 4.0 | 11.4 | 1.3 | -2.5 | -2.5 | . | -2.3
C[C@@H]1CN(Cc2nc(-c3cccs3)no2)C[C@H](C)O1 | -6.8 | 13.4 | 0.1 | -0.5 | -5.3 | -0.8 | -2.2
CC(C)C[C@@H](CO)N1CCN(Cc2cccc(C#N)c2)CCC1=O | -15.7 | 20.5* | -2.2 | -0.7 | -5.8 | -2.2 | .
COc1cc(/C=C2/C(=O)c3cccc([N+](=O)[O-])c3C2=O)c(Br)cc1O | -6.7 | . | . | -14.0 | -2.6 | 7.4 | .
COc1ccc(CN2CC[C@H]3C=CC[C@@H](C(=O)NCCc4ccccc4)[C@H]3C2=O)cc1OC | -8.0 | -9.2 | -1.3 | -25.9 | -34.3 | 0.7 | 1.7
Cc1noc(C)c1NC(=O)N(C)C[C@H]1Oc2c(NC(=O)c3ccc(-c4nccs4)cc3)cccc2C(=O)N([C@H](C)CO)C[C@@H]1C | . | -8.7 | -0.4 | -7.5 | 1.1 | -10.6 | 5.3
C[C@@H](NC(=O)C[C@@H]1C[C@H]2c3cc(NC(=O)C4CCC4)ccc3O[C@H]2[C@H](CO)O1)c1ccccc1 | 15.3 | 6.5 | -1.4 | 4.1 | 17.1 | -3.3 | -3.3
COc1cccc(NC(=O)Nc2ccc3c(c2)OC[C@H](C)NC[C@H](C)[C@@H](OC)CN(C)C3=O)c1 | 23.8 | -5.5 | -6.5 | 1.7 | -2.0 | . | -2.1
O=c1c2ccc([N+](=O)[O-])cc2ncn1CCOc1cccc(Br)c1 | 1.2 | 1.8 | 2.5 | 11.3 | -0.8 | -0.9 | -1.2
COc1cccc(CN(C)CC(=O)NCc2ccc(C)cc2)c1 | 13.4 | 0.6 | 1.3 | -81.7 | -14.6 | -3.9 | -0.6
O=C(O)C1C2CC3C(OC(=O)C31)C2Cl (centres undefined) | 5.8 | . | . | . | -0.2 | -9.6 | .
O=C(CCNC(=O)c1ccco1)NNC(=O)c1ccc(Br)cc1 | -5.0 | 3.2 | 0.6 | 4.8 | -7.0 | -0.5 | -7.2
COCCCN1C(=O)C(=O)/C(=C(/O)c2ccc(S(=O)(=O)N3CCOCC3)cc2)C1c1ccc(Cl)cc1 (centres undefined) | 5.4 | 4.6 | 7.9 | 7.7 | 5.9 | 5.9 | 0.4
COc1cccc(-c2noc(CCCC(=O)Nc3ccc(C(N)=O)cc3)n2)c1 | -3.8 | 1.7 | -2.7 | -0.7 | -0.9 | -10.3 | 1.3
CCOC(=O)N1CCN(C(=O)CSc2ccc(-c3cccc(OC)c3)nn2)CC1 | 13.0 | -1.0 | 3.8 | -1.0 | -21.0 | 9.2 | 1.5
O=C(NCc1ccccc1Cl)c1ccc(Br)o1 | -0.3 | -9.9 | -0.9 | 8.8 | 5.5 | -6.0 | -0.5
CCN1C(=NCCc2ccccn2)N[C@@H](c2cccc(F)c2)C(C(=O)OC)=C1C | -17.7 | -7.6 | . | -10.8 | -3.4 | -2.1 | .
Cc1ccc(-c2nn[nH]n2)cc1Cl | 0.9 | -4.8 | -0.8 | 1.9 | . | 2.2 | -1.8
CCC1(c2ccccc2)NC(=O)N(CC(=O)NNC(=O)c2ccc(F)cc2)C1=O (centres undefined) | 3.0 | 1.4 | 2.8 | -1.8 | -3.2 | -2.4 | -2.8
CCCNC(=O)N1CC(=O)N2[C@H](CO)[C@@H](c3ccc(C#Cc4ccc(F)cc4)cc3)[C@@H]2C1 | . | 2.8 | -0.5 | . | -8.3 | . | -2.8
CC(=O)c1ccccc1NC(=O)CC1(CC(=O)O)CCCCC1 | -7.9 | -4.4 | -4.8 | 3.0 | 10.0 | 13.3 | 0.2
O=C(NCc1ccccc1)c1cc(C2CCCCN2C(=O)OCCF)on1 (centres undefined) | 1.2 | -1.0 | -3.7 | 11.8 | -11.6 | . | -1.0
O=C1Nc2ccccc2SC1c1ccccc1Cl (centres undefined) | . | 3.4 | -0.8 | 0.1 | 10.8 | -1.1 | -4.7
Cc1ccccc1C(=O)Nc1nnc(-c2ccc(F)cc2)o1 | -9.6 | -2.4 | -3.7 | 11.3 | 6.0 | 12.0 | -1.2
O=C(c1cc(COc2ccc3ncccc3c2)on1)N1CCC(O)CC1 | -40.8 | 0.5 | 1.9 | -12.3 | 8.2 | . | -15.7

Further entries follow.
SMILES | PAX8 reporter | DENV2 CPE | Casp6 inh | EWS-Fli inh | LGR2 inh | ARNT-TACC3 inh | SIRT5 inh
CC1CCCN(CCCNC(=O)CCn2nc(-c3ccccc3)ccc2=O)C1 (centres undefined) | 38.0 | . | -7.4 | -0.7 | -0.9 | 1.4 | -1.8
CCc1cccc(OCCn2ccnc2)c1 | -9.2 | . | . | . | 5.4 | 26.6 | .
Cc1cc(N2C(=O)NC(=O)CC2C)c(C)cc1C(C)C (centres undefined) | 30.7 | . | -2.4 | -15.1 | -5.5 | -3.8 | 3.6
CN1CCN(CCNC(=O)c2cc3c(=O)n(C)c4ccccc4c3n2C)CC1 | -43.2 | -4.7 | -9.2 | -4.1 | -0.8 | -5.3 | -4.3
